Lipid storage S3 = qHTS Assay for Lipid Storage Modulators in Drosophila S3 Cells; Drosophila S3 cells, BODIPY lipid droplet fluorescence, 18-24 h; cells fed with added oleic acid; Potency in µM for hits, for the others lipid storage change, negative = inhibition, % at the top dose, mostly 46.1 µM; hit rate 0.64% among 320,000; active = well fitted inhibition curve with a large enough effect in the signal ratio, with a control signal flat, not every such curve was filed as active; inconclusive = small, poorly fitted or top-dose-only effect, or effect the other way, or a change in a side signal; the % refers to the signal ratio
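Drosophila S3 cells got compounds at several concentrations plus oleic acid (400 uM solution). Laser-scanning cytometry with 488 nm excitation read lipid droplets at 500-530 nm and cells at 575-640 nm. Percent activity was relative to 20 uM Triacsin C.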
Lipid storage S3 cell count max = further read-out of Lipid storage S3, marked with its call; cell number change, %; measured here: cell count max response;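 cells counted by Cell Tracker Red CMTPX staining in the red channel; peak over a dose series mostly up to 46.1 µM; percent activity relative to internal control wells on each plate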
An asterisk follows results filed as active; & = joins results of further samples; [ ] = dose if it differs, or a comment. % is scaled to controls: 0 for no effect and ±100 for the full control effect; potency is read from the fitted curve at half-maximal effect. The list is partial; the hit share may differ from the screen's.

Screening CN(C)c1cccc(-c2nnc(SCCCC#N)o2)c1 returned Lipid storage S3 -0.6% and Lipid storage S3 cell count max -4.1.
For Cc1ccc(C2CC(C(F)(F)F)n3ncc(C(=O)NCc4ccco4)c3N2)cc1 (stereo not given) the results were Lipid storage S3 19.4% and Lipid storage S3 cell count max -5.7.
Screening O=C(NCCc1ccccc1)Nc1ccc(Cl)cc1 returned Lipid storage S3 inconclusive.
CC1(C)CC(NC(=O)c2cc(Cl)ccc2Cl)CC(C)(C)N1 was read as Lipid storage S3 -7.4% and Lipid storage S3 cell count max 11.8.
For O=C(C/C(=N\NC(=O)c1ccccc1Br)C(F)(F)F)c1cccs1 the results were Lipid storage S3 inconclusive.
For O=C(COc1ccc(Br)cc1)NNC(=S)NCc1ccccc1 the results were Lipid storage S3 inactive and Lipid storage S3 cell count max -16.7.
`CCC(C(=O)OCC(=O)Nc1c(Cl)cc(Cl)cc1Cl)c1ccccc1` (stereo not given) gave Lipid storage S3 0.9% and Lipid storage S3 cell count max 4.2.
`CCCCN(C)CCNC(=O)CCn1nc(-c2ccc(C)cc2)ccc1=O` gave Lipid storage S3 4.2% and Lipid storage S3 cell count max -17.7.
For Cc1ccc(OCC(=O)NC2CCSc3ccccc32)cc1 (stereo not given) the results were Lipid storage S3 -31.5%[0.0737 µM].
Screening O=C(CCCn1c(=S)[nH]c2cc3c(cc2c1=O)OCO3)N1CCN(c2ccccc2)CC1 returned Lipid storage S3 inconclusive.
Screening Cc1cc(C)c(NC(=O)CCCSc2nnc(N)s2)c(C)c1 returned Lipid storage S3 0.4%[9.22 µM] and Lipid storage S3 cell count max 2.5.
For O=C1CC(Cc2ccccc2)C(=O)N1CCCn1ccnc1 (stereo not given) the results were Lipid storage S3 inactive.
For CC(=O)Nc1ccc(C(=O)N2CCN(C(=O)c3ccco3)CC2)cc1 the results were Lipid storage S3 inconclusive.
`O=[N+]([O-])c1ccc(N2CCN(CC(O)COc3ccccc3)CC2)cc1` (stereo not given) gave Lipid storage S3 1.0% and Lipid storage S3 cell count max 13.1.
Screening COc1ccc(C(=O)N=c2c(C#N)cc3c(=O)n4cccc(C)c4nc3n2Cc2ccco2)cc1 returned Lipid storage S3 inconclusive.
Screening CCCN(Cc1nnc(-c2cccs2)o1)C(=O)c1cccc(S(=O)(=O)N2CCOCC2)c1 returned Lipid storage S3 -6.1% and Lipid storage S3 cell count max -6.2.
`O=C(O)c1cccc2cc(-c3ccccc3)oc(=O)c12` gave Lipid storage S3 7.7% and Lipid storage S3 cell count max 13.0.
Cc1cc(C)c2nc(-n3nc(C)cc3N)cc(C)c2c1 was read as Lipid storage S3 21.7%.
`Clc1ccc(CN2CCC(c3ccccc3)CC2)cc1` gave Lipid storage S3 3.4% and Lipid storage S3 cell count max -28.0.
Screening NC(=O)C1CCN(CC(=O)Nc2cc(S(=O)(=O)N3CCOCC3)ccc2N2CCCC2)CC1 returned Lipid storage S3 inconclusive.
Screening N#CCCn1c(Cl)nc2ccccc21 returned Lipid storage S3 -1.2% and Lipid storage S3 cell count max 15.6.
Screening CCc1cc(CNC(=O)C2CCC(=O)N(Cc3ccc(Cl)cc3)C2)on1 (stereo not given) returned Lipid storage S3 -1.1% and Lipid storage S3 cell count max 8.4.
`COc1ccccc1-n1c(CNC(=O)c2ccco2)nnc1SCC(=O)Nc1nccs1` gave Lipid storage S3 inconclusive.
Cc1nc([N+](=O)[O-])c(NCCCO)n1Cc1ccccc1 was read as Lipid storage S3 -1.2% and Lipid storage S3 cell count max -3.3.
`Cc1ccc(NC(=S)N(CCN2CCOCC2)Cc2ccccc2F)cc1Cl` gave Lipid storage S3 -17.2% and Lipid storage S3 cell count max -9.0.
CCCN1Cc2cccc(C(=O)NC(CC(=O)OCC)c3ccc(OCC)c(OC)c3)c2C1=O (stereo not given) was read as Lipid storage S3 -7.9% and Lipid storage S3 cell count max 5.1.
Screening CN=c1scc(-c2ccccc2F)n1/N=C(\C)c1cccnc1 returned Lipid storage S3 inactive.
Screening NC(=O)CC[C@H](NC(=O)OCc1ccccc1)C(=O)OCc1ccc(Cl)cc1 returned Lipid storage S3 inconclusive.
For CC(Sc1nnc(N)s1)C(=O)Nc1ccc2c(c1)OCCO2 (stereo not given) the results were Lipid storage S3 inconclusive.
C[C@]1(C(=O)NCCc2c[nH]c3ccccc23)C=C[C@@H](Cc2ccccc2)N1C(=O)c1ccccc1 was read as Lipid storage S3 -8.7% and Lipid storage S3 cell count max -5.6.
For CC(C)CC(=O)c1c[nH]c(C(=O)NCCc2ccccn2)c1 the results were Lipid storage S3 inactive.
Screening COc1ccc2[nH]c(-c3ccc(C)cc3)cc(=O)c2c1 returned Lipid storage S3 13.9% and Lipid storage S3 cell count max 2.0.
Screening O=C(Oc1nsnc1N1CCOCC1)N(c1ccccc1)c1ccccc1 returned Lipid storage S3 inconclusive.
`O=C(OCC#CCSc1nnc(-c2cccc3ccccc23)o1)c1ccc(Br)cc1` gave Lipid storage S3 inconclusive.
`CCc1nc2oc3ccccc3c(=O)c2c(=O)n1CCOC` gave Lipid storage S3 -2.0%[9.22 µM] and Lipid storage S3 cell count max 14.4.
Screening Cc1noc(C)c1COC(=O)Cc1ccc(Cl)cc1 returned Lipid storage S3 6.9% and Lipid storage S3 cell count max 3.3.
O=C(COC(=O)c1cc(F)c(F)cc1Cl)NC1CC1 was read as Lipid storage S3 inconclusive.
Screening CCN1CCN(CNC(=O)c2cnccn2)CC1 returned Lipid storage S3 inconclusive.
Cc1ccsc1/C=C1/C(=O)NN(c2ccccc2)C1=O was read as Lipid storage S3 0.4% and Lipid storage S3 cell count max -15.0.
Screening CC(=O)N1CCc2c(sc3c2c(=O)n(Cc2ccccc2)c(=O)n3CC(=O)NCC2CCCO2)C1 (stereo not given) returned Lipid storage S3 -13.0% and Lipid storage S3 cell count max 15.6.
`COc1ccc(C(=O)NC(=S)Nc2cccc(NC(=O)c3ccco3)c2)cc1[N+](=O)[O-]` gave Lipid storage S3 inconclusive.
For Cc1ccc(Cn2c(=N)c(C(=O)NC3CCCC3)cc3c(=O)n4ccccc4nc32)cc1 the results were Lipid storage S3 inconclusive.
CCn1c(C)c(C(C)=O)c(N2CCN(c3ccc(F)cc3)CC2)nc1=S was read as Lipid storage S3 -13.9%.
For COc1ccc(-c2cc(-c3cccs3)c(C#N)c(SCC(=O)NCc3ccccc3OC)n2)cc1 the results were Lipid storage S3 inconclusive.
`Cc1cc(OCCn2cncn2)ccc1[N+](=O)[O-]` gave Lipid storage S3 23.1% and Lipid storage S3 cell count max -4.9.

Part of the list above in order of length of the SMILES, highest first:
`COc1ccc(C(=O)NC(=S)Nc2cccc(NC(=O)c3ccco3)c2)cc1[N+](=O)[O-]` gave Lipid storage S3 inconclusive.
Screening O=C(Oc1nsnc1N1CCOCC1)N(c1ccccc1)c1ccccc1 returned Lipid storage S3 inconclusive.
For CC(C)CC(=O)c1c[nH]c(C(=O)NCCc2ccccn2)c1 the results were Lipid storage S3 inactive.
Screening COc1ccc2[nH]c(-c3ccc(C)cc3)cc(=O)c2c1 returned Lipid storage S3 13.9% and Lipid storage S3 cell count max 2.0.
Cc1ccsc1/C=C1/C(=O)NN(c2ccccc2)C1=O was read as Lipid storage S3 0.4% and Lipid storage S3 cell count max -15.0.
`Cc1cc(OCCn2cncn2)ccc1[N+](=O)[O-]` gave Lipid storage S3 23.1% and Lipid storage S3 cell count max -4.9.

New compounds follow.
O=C(COC(=O)C12CC3CC(CC(C3)C1)C2)NCc1ccco1 was read as Lipid storage S3 inconclusive.
`Cc1cc(S(=O)(=O)N2CCOCC2)ccc1OCC(=O)NCC1CCCO1` (stereo not given) gave Lipid storage S3 inconclusive.
COc1cc2nc(C3CCC3)n(NC(=O)C3CCC(OC)CC3)c(=O)c2cc1OC (stereo not given) was read as Lipid storage S3 2.3% and Lipid storage S3 cell count max -14.8.
`Cc1ccc2nc(SCC3CCCCO3)[nH]c2c1` (stereo not given) gave Lipid storage S3 20.4% and Lipid storage S3 cell count max 8.1.
`Cc1cccc(CSc2nnc([C@@H]3CCCN3C(=O)OC(C)(C)C)o2)c1` gave Lipid storage S3 0.4% and Lipid storage S3 cell count max 6.1.
`O=C(O)CCN(Cc1ccccc1)S(=O)(=O)c1ccccc1Cl` gave Lipid storage S3 inconclusive.
O=S(=O)(Nc1cccc(-c2ccc(N3CCCCCC3)nn2)c1)c1ccc(C(F)(F)F)cc1 was read as Lipid storage S3 inactive and Lipid storage S3 cell count max 6.9.
OC(CN1CCOCC1)Cn1c(-c2cccc(Cl)c2)nc2ccccc21 (stereo not given) was read as Lipid storage S3 inactive and Lipid storage S3 cell count max -0.9.
For CCOC(=O)C(=NC(C)CC)NNc1ccc(Br)cc1 (stereo not given) the results were Lipid storage S3 inconclusive.
CC(C)(C)NC(=O)c1cc(Cl)ccc1[N+](=O)[O-] was read as Lipid storage S3 7.3% and Lipid storage S3 cell count max -2.0.
For Cc1ccccc1Nc1nc(CSc2nnc(-c3ccoc3C)n2C)cs1 the results were Lipid storage S3 inconclusive.
`COc1ccccc1Oc1c(C)oc2c(CN3CCN(C)CC3)c(O)ccc2c1=O` gave Lipid storage S3 -8.1% and Lipid storage S3 cell count max -4.8.
COc1ccc(C(=O)NCCNC(=O)c2ccc(C)nc2)cc1 was read as Lipid storage S3 inactive and Lipid storage S3 cell count max 21.3.
For COC(=O)c1[nH]c2c(c1C)C(=O)CC(c1cccc(OC)c1)C2 (stereo not given) the results were Lipid storage S3 -2.5% and Lipid storage S3 cell count max -15.4.
`Cc1ccc(C(=O)NS(=O)(=O)c2ccc(C)cc2)cc1` gave Lipid storage S3 10.2% and Lipid storage S3 cell count max -11.0.
Screening c1ccc2c(-c3c[nH]c4ccccc34)c3ccccc3nc2c1 returned Lipid storage S3 -17.5% and Lipid storage S3 cell count max -13.7.
CC(C)NC(=O)COc1ccc(S(=O)(=O)N2CCCC2)cc1 was read as Lipid storage S3 inconclusive.
CC(C)NC(=O)CN1CCN(Cc2nc(-c3cccs3)no2)CC1 was read as Lipid storage S3 -12.1% and Lipid storage S3 cell count max -11.0.
`Cc1ccc2c(c1)c1c(n2CC(O)CN2CCC(C)CC2)CCCC1` (stereo not given) gave Lipid storage S3 -6.3% and Lipid storage S3 cell count max -15.7.
COc1cc(/C=C/C(=O)Nc2ccc(C)cc2)cc(OC)c1OC was read as Lipid storage S3 inconclusive.
COc1ccccc1NCCC(=O)OCC(=O)NC1CC1 was read as Lipid storage S3 -4.0% and Lipid storage S3 cell count max -14.3.
COc1cccc(CNS(=O)(=O)c2cc(Br)cc3c2N(C(C)=O)C(C)C3)c1 (stereo not given) was read as Lipid storage S3 inconclusive.
Screening CCc1ccc(/C=N/NC(=O)c2nnn(-c3nonc3N)c2CN2CCOCC2)cc1 returned Lipid storage S3 inconclusive.
Nc1c2c(nc3ccccc13)CCCC2 was read as Lipid storage S3 4.2%&-2.0% and Lipid storage S3 cell count max 0.6&6.6.
`O=C(N/N=C(\c1ccccc1)c1cccnc1)c1cc(O)ccc1O` gave Lipid storage S3 13.8% and Lipid storage S3 cell count max 4.5.
For CC(C)N(Cc1nc(-c2ccc3c(c2)OCO3)no1)Cc1nccn1C the results were Lipid storage S3 inconclusive.
For CC12CCC(C/C1=N/NC(=O)COc1ccccc1Cl)C2(C)C (stereo not given) the results were Lipid storage S3 7.2% and Lipid storage S3 cell count max -13.6.
`Cc1ccc(-c2nonc2NC(=O)c2ccco2)cc1` gave Lipid storage S3 inactive and Lipid storage S3 cell count max -12.2.
`CCOC(=O)C1=C(CC)Nc2ccccc2N/C1=N\S(=O)(=O)c1ccc2ccccc2c1` gave Lipid storage S3 inconclusive.
Screening Cc1ccc(CCNS(=O)(=O)c2c(C)nc3sccn3c2=O)cc1 returned Lipid storage S3 5.0% and Lipid storage S3 cell count max 28.2.
`COc1ccccc1N1C(=O)C2C(C(=O)c3ccccc3)=NN(c3ccccc3)C2C1=O` (stereo not given) gave Lipid storage S3 -18.2% and Lipid storage S3 cell count max 4.0.
For Cc1[nH]c2ccccc2c1C(=O)COC(=O)c1c(-c2c(F)cccc2Cl)noc1C the results were Lipid storage S3 inconclusive.
For FC(F)(F)c1ccc2c3n(nc2c1)CCN=C3c1ccc(Cl)cc1 the results were Lipid storage S3 -3.7% and Lipid storage S3 cell count max -28.4.
CCN(CC)C(=O)Cn1nnc(-c2ccc(C)o2)n1 was read as Lipid storage S3 inconclusive.
For CCOC(=O)N1CCN(c2nc(-c3ccc(F)cc3)cs2)CC1 the results were Lipid storage S3 inconclusive.
Cc1cc(NC(=O)Nc2cc(F)ccc2C)n(C)n1 was read as Lipid storage S3 -2.5% and Lipid storage S3 cell count max 1.7.
O=S(=O)(NC1CCCCC1N1CCN(c2ccc(F)cc2)CC1)c1ccc(Cl)cc1 (stereo not given) was read as Lipid storage S3 inconclusive.
Screening c1cnc2cc(-c3ccsc3)ncc2c1 returned Lipid storage S3 inconclusive.
For C/C(=N\NC(=O)c1cccc(S(=O)(=O)Nc2ccccc2Cl)c1)c1ccco1 the results were Lipid storage S3 11.9% and Lipid storage S3 cell count max 7.9.
For O=C1OCc2cc(NC(=O)C34CC5CC(CC(C5)C3)C4)ccc21 the results were Lipid storage S3 inconclusive.
For CCC(C)N=C1CC(C)(C)CC(=O)/C1=C(/O)Cc1ccccc1 (stereo not given) the results were Lipid storage S3 15.6% and Lipid storage S3 cell count max 18.8.

In the list so far, these contain a tert-butyl group.
`Cc1cccc(CSc2nnc([C@@H]3CCCN3C(=O)OC(C)(C)C)o2)c1` gave Lipid storage S3 0.4% and Lipid storage S3 cell count max 6.1.
CC(C)(C)NC(=O)c1cc(Cl)ccc1[N+](=O)[O-] was read as Lipid storage S3 7.3% and Lipid storage S3 cell count max -2.0.
